PV pol inh: inhibitors of poliovirus RNA polymerase binding and polymerization; poliovirus polymerase elongation, fluorescence polarization; stronger effect = lower value; AID 588519; 150,000 compounds, 0.66% hits; % elongation, % (compound at 16.7 µg/mL); P03300; in the data active = % elongation below about 90%; note: some results filed as inactive read as strong as hits
Target sequence (P03300 1749-2209 limits assumed): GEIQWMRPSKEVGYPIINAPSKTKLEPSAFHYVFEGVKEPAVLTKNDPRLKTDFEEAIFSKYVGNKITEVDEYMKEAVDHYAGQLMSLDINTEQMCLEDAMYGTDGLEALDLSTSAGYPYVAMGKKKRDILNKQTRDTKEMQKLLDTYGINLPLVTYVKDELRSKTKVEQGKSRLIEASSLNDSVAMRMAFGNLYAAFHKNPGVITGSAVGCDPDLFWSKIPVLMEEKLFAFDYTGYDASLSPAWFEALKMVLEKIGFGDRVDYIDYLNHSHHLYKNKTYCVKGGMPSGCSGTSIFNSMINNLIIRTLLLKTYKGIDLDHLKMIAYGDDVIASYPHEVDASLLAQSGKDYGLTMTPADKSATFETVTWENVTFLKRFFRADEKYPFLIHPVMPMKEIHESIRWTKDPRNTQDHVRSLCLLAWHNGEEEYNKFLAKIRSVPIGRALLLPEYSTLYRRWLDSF
PV pol inh FP z-score: also measured in PV pol inh; calls as there; z-score; measured here: FP z-score; hits read low
Active calls of the source: *.

mol,PV pol inh,PV pol inh FP z-score
Cc1ccccc1NC(=O)CC1NCCNC1=O (stereo not given),106,0.3
O=C(CSc1ncnc2ccccc12)N1CCOCC1,97,-0.3
CCOC(=O)/C(C#N)=C(/N)c1cc2cccc(OC)c2oc1=O,113,0.8
Nc1nc(=Nc2ccccc2)ss1,95,-0.8
Cc1cc2nc(Nc3ccccc3)c3ccccc3n2n1,98,-0.2
Cc1ccc(NC(=O)CC2Sc3ccc(C(F)(F)F)cc3NC2=O)c(C)c1 (stereo not given),103,0.3
Cc1noc(C)c1COC(=O)C1c2ccccc2Oc2ccccc21,103,0.3
CCc1ccc(NC(=O)c2sc3nc(C)cc(C)c3c2NC(=O)c2ccccc2OC)cc1,108,0.9
Cc1cc(C(=O)Nc2ccccc2C(=O)O)c(C)o1,101,-0.1
Cc1ccc(NC(=O)/C(C#N)=C/c2cc(C)n(-c3ccc(Br)cc3)c2C)cc1C,109,1.2

(continued)
mol,PV pol inh,PV pol inh FP z-score
Cc1ccc(Cn2c(C(=O)NCc3ccccc3Cl)cc3sccc32)cc1,100,-1.3
CC(C)c1nnc(NC(=O)C2CCN(C(=O)c3ccco3)CC2)s1,105,1.1
COc1cccc(OCCSc2nc(C)c(Cc3ccccc3)c(=O)[nH]2)c1,111,1.1
O=S(=O)(NCC1CCN(S(=O)(=O)c2ccccc2)CC1)c1cccc(C(F)(F)F)c1,100,-0.6
O=C(O)CC1ON(c2ccccc2)C(=S)N1c1ccccc1 (stereo not given),104,1.3
COc1ccc(CCNC(=O)C(=O)NCC(c2ccco2)S(=O)(=O)c2ccccc2)cc1 (stereo not given),102,-1.1
COCCN1C=C(C(=O)OC)C(c2ccccc2Cl)C(C(=O)OC)=C1,99,-0.4
CCOC(=O)c1c(NC(=O)c2cc(=O)c3ccc(C)cc3o2)sc(C)c1C,102,-1
CCc1ccc(NC(=O)c2cc(S(=O)(=O)N3CCCC(C)C3)cn2C)cc1 (stereo not given),109,0.7
Cc1ccc2nc(Nc3ccc(Br)cc3)nc(-c3ccccc3)c2c1,108,0.9

Additional compounds
mol,PV pol inh,PV pol inh FP z-score
CC(C)(C)c1cc2c(=O)[nH]nc(N)c2c(=O)[nH]1,104,0.8
Cc1ccc(C)c(-c2ccc(=O)n(Cc3c(F)cccc3Cl)n2)c1,115,2.3
Cc1ccc(Cl)cc1NC(=O)Cc1nn(C)c(=O)c2ccccc12,102,0.3
COC(=O)c1ccc(N=C/C(Br)=C/c2ccccc2)cc1,100,-0.3
COc1ccccc1-c1c(C)c(CC(C)C)nc(N)c1C#N,98,-1
CC(Oc1ccc(Cl)cc1)C(=O)OCC(=O)Nc1ccc(F)cc1F (stereo not given),101,-0.4
CC1c2cccn2CCN1C(=O)Nc1ccccc1 (stereo not given),102,0.9
Cc1nn(-c2ccc(N3CCCC3)nn2)c(C)c1CCC(=O)NCc1ccccc1F,101,-1.1
COc1cc(C2C(=O)N(C3CCCCCC3)CC(=O)N2CCc2ccccc2)ccc1OC(C)C (stereo not given),114,1
C[C@@H](O)[C@H]1C(=O)N2C(C(=O)O)=C(SCCN=CN)C[C@H]12,99,0

New compounds follow:
mol,PV pol inh,PV pol inh FP z-score
O=C(CN1C(=O)COc2ccc(S(=O)(=O)N3CCCC3)cc21)N1CCN(c2ccc(Cl)cc2)CC1,110,1.6
O=C(OC(C(=O)c1ccccc1)c1ccccc1)c1cnc(Cl)c(Cl)c1 (stereo not given),101,-0.1
Cc1nnc(SCC(=O)N2CCCCC2)o1,99,-0.7
CC1CCN(C(=O)c2scc3c2CCCC3)CC1,105,0.3
CCOc1ccc(NC(=O)c2c(NC(=O)Cc3ccccc3)sc3c2CCCCC3)cc1,75*,-5*
COc1ccc(C(=O)Nc2ccc(Cl)cc2)cc1S(=O)(=O)Nc1ccc(Cl)cc1,102,0
Cc1cc(-c2nnc(-c3cccc(Cl)c3)o2)no1,99,-0.7
CCCN(CCC)C(=O)Cn1c(=O)n(CCCCC(=O)Nc2ccc(OC)cc2)c(=O)c2ccccc21,101,0
CC(C)Oc1ccc(CNC(=O)c2cccc(NC(=O)N3CCSc4ncccc43)c2)cc1,102,-0.6
CC1CC(C)CN(C(=O)c2cc3c(s2)CCCC3)C1 (stereo not given),103,0.3

6 compounds out of the list, ordered by heavy-atom count, low to high.
mol,PV pol inh,PV pol inh FP z-score
Cc1cc(-c2nnc(-c3cccc(Cl)c3)o2)no1,99,-0.7
O=C(OC(C(=O)c1ccccc1)c1ccccc1)c1cnc(Cl)c(Cl)c1 (stereo not given),101,-0.1
CCOc1ccc(NC(=O)c2c(NC(=O)Cc3ccccc3)sc3c2CCCCC3)cc1,75*,-5*
CC(C)Oc1ccc(CNC(=O)c2cccc(NC(=O)N3CCSc4ncccc43)c2)cc1,102,-0.6
O=C(CN1C(=O)COc2ccc(S(=O)(=O)N3CCCC3)cc21)N1CCN(c2ccc(Cl)cc2)CC1,110,1.6
CCCN(CCC)C(=O)Cn1c(=O)n(CCCCC(=O)Nc2ccc(OC)cc2)c(=O)c2ccccc21,101,0

Later entries
mol,PV pol inh,PV pol inh FP z-score
CCOC(=O)c1cc2c(=O)n3ccccc3nc2n(CC2CCCO2)c1=NC(=O)c1ccc(F)cc1 (stereo not given),107,0.6
O=C(CSc1nccn1-c1ccccc1)NO,97,-1.9
COc1cccc(NC(=O)c2nn(-c3ccc(C)cc3)c(=O)n(C)c2=O)c1,111,1
CC(=O)Nc1ccc(-c2nnc3n(Cc4ccccc4Cl)c(=O)c4ccccc4n23)cc1,102,-0.3
COc1cccc(CNC(=O)c2cc(S(=O)(=O)N3CCCCC3)cn2C)c1,109,0.8
COc1cccc(-n2c(SCC(=O)NC3CCCC3)nc3c(c2=O)SCC3)c1,100,-0.4
O=C(O)c1c(CNC2CCCc3ccccc32)c2ccccc2n1Cc1ccc(F)cc1Cl (stereo not given),95,-3.7
CC1(C)CCc2cc(S(=O)(=O)N(Cc3ccccn3)Cc3ccccn3)ccc2O1,104,0.3
Cc1ccc(S(=O)(=O)N(CC(=O)NC2CCCCC2)Cc2ccco2)cc1C,106,0.3
Cc1cc2cc(CNC(=O)CCC3CCCCC3)ccc2n1C,103,0.5

Continued.
mol,PV pol inh,PV pol inh FP z-score
CC(C)CCNC(=O)c1ccc(N(C)S(C)(=O)=O)cc1,97,-1.3
Cc1ccc(Nc2nn(CCC(=O)O)c(=S)n2-c2ccc(C)cc2)cc1,101,0.4
CC(=O)Nc1ccc(S(=O)(=O)N2CCC3(CC2)OCCO3)cc1,100,-0.4
Cc1ccc(NC(=O)NCCc2c(C)nn(C)c2C)c(Cl)c1,109,0.6
CCCn1cnc2sc(C(N)=O)c(C)c2c1=O,101,-0.4
CCc1c(C)c(C#N)c2nc3ccccc3n2c1-n1nc(C)cc1C,103,0.4
CC(C)(C)NC(=O)CSc1nnc(C(F)(F)F)n1N,98,-0.4
CCC1CCCCN1C(=O)Cn1cc(S(=O)(=O)N(C)C)ccc1=O (stereo not given),107,0.5
COc1ccc(OC)c(CCNC(=O)c2ccc3[nH]c(C)c(C)c3c2)c1,111,0.9
CCc1cccc(C)c1NC(=O)c1cccc(C(=O)Nc2c(C)cccc2CC)c1,104,0

Next entries follow:
mol,PV pol inh,PV pol inh FP z-score
OCCSC1SC(=S)SC1SCCO (stereo not given),96,-0.3
COc1cccc(N2CCN(c3c4c(nc5nncn35)CCC4)CC2)c1,105,-0.7
Cc1ccc(C(=O)Nc2onc3c2CCCC3)cc1,102,-1
O=C(Cn1c(=O)n(Cc2ccc(F)cc2)c(=O)c2sc3ccccc3c21)NCc1ccccc1,104,-0.2
CCc1ccc(NC(=O)CSc2nnc3[nH]c(=O)ccn23)cc1,100,-0.8
CCOC(=O)C1C(=O)C=C(c2ccco2)CC1c1ccc(CC)cc1 (stereo not given),99,-0.6
CCCN(CCC)Cc1csc2c1CCCC2,104,0.8
CC1=C(C(=O)Nc2ccc(C)c(C)c2)C2(CCCCCC2)OC1=O,105,-0.2
Cc1ccc(N2CC(NC(=O)C3CCCCC3)CC2=O)cc1 (stereo not given),105,-0.4
O=C(CSC1CCCC1)c1ccco1,101,-0.2

In the list so far, two contain a tert-butyl group:
mol,PV pol inh,PV pol inh FP z-score
CC(C)(C)c1cc2c(=O)[nH]nc(N)c2c(=O)[nH]1,104,0.8
CC(C)(C)NC(=O)CSc1nnc(C(F)(F)F)n1N,98,-0.4

Further compounds:
mol,PV pol inh,PV pol inh FP z-score
O=C(COCc1cc(-c2cccs2)on1)NCc1ccccc1Cl,101,-1.5
COc1ccc(NC(=O)C2CCN(C(=O)c3sc4nc[nH]c(=O)c4c3C)CC2)c(OC)c1,114,1.4
CCCCN(C)C(=O)Cn1ncc2c1-c1ccccc1OC2,102,1
Cc1cc(I)ccc1NC(=O)c1ccccc1N(C)S(C)(=O)=O,100,0.1
O=C(Oc1ccc(Cl)cc1)C1c2ccccc2Oc2ccccc21,103,0.4
CC(C)NS(=O)(=O)c1ccc(Br)c(C(=O)OCC(=O)Nc2nnc(-c3ccccc3)o2)c1,109,0.9
COCC(=O)NCc1ccc2c(c1)OCO2,104,1
COC(=O)c1ccsc1NC(=O)c1ccc(C)cc1,107,0.5
O=C1/C(=C/c2ccc(OC(F)F)cc2)NC(=S)N1Cc1ccco1,106,0.5
O=C(Cc1ccc(F)cc1)N/N=C/c1ccc(C(=O)O)cc1,102,-0.1

Looked up above:
Result of CC(C)NS(=O)(=O)c1ccc(Br)c(C(=O)OCC(=O)Nc2nnc(-c3ccccc3)o2)c1 in PV pol inh: 109
Result of O=C(COCc1cc(-c2cccs2)on1)NCc1ccccc1Cl in PV pol inh: 101

Additional records
mol,PV pol inh,PV pol inh FP z-score
COc1ccccc1C(=O)Nc1ccc(OCc2cc(=O)n3ccc(C)cc3n2)cc1,111,1.2
COCCn1c(SCc2nc3ccccc3o2)nc2ccccc21,108,0.6
Cc1cc(C)cc(NC(=O)N2CCSc3ccccc32)c1,99,-1
O=C(O)c1ccc(Oc2ccccc2)cc1,106,0.3
Cc1ccccc1OCCCCn1c(CCNC(=O)C(C)(C)C)nc2ccccc21,108,0.3
O=C1c2cccnc2C(=O)N1CCc1ccc(S(=O)(=O)N2CCCC2)cc1,105,0.4
CN(C(=O)Nc1ccccc1)c1c2c(nn1C)CCCC2,103,0.4
COc1ccccc1/C=C1\SC(N2CCN(c3ccccc3)CC2)=NC1=O,100,-0.4
CCOC(=O)c1cc(-c2ccccc2)n(CCC(=O)Nc2ccccc2N2CCN(C)CC2)c1C,100,0
N#Cc1cccc(S(=O)(=O)N2CCCC2c2ccc3c(c2)OCCCO3)c1 (stereo not given),104,0.1

Following part:
mol,PV pol inh,PV pol inh FP z-score
CC(=O)N1C=Cc2ccccc2C1CC(=O)O (stereo not given),102,-0.1
CC(C)(C)NC[C@@H](O)COc1nsnc1N1CCOCC1,100,0.2
COc1ccc(-c2nc3ccccc3o2)cc1NC(=O)c1ccc(-c2ccc(Br)cc2)o1,104,-0.2
CC(C)CCNC(=O)c1cccc2c1-c1ccccc1C2=O,105,0.3
COc1cccc(-c2cc(C(=O)NCC(C)C)on2)c1,101,-0.4
C=CCN(CC=C)CC(O)Cn1cnc2c1c(=O)n(C)c(=O)n2C (stereo not given),108,0.7
CCCCOc1ccc(CNC(=O)CN2CCSc3ccccc32)cc1,111,1.1
COC(=O)c1c(NC(=S)NCc2ccco2)sc2c1CCC2,99,-0.7
Cc1nc2ncnn2c(C)c1CCC(=O)NC1=NCCS1,107,0.7
Cc1ccc2nc(-c3ccc(NC(=O)COc4ccc(Br)cc4Br)cc3)sc2c1,101,-0.3

The list goes on.
mol,PV pol inh,PV pol inh FP z-score
O=C1CC(c2n[nH]c(=S)o2)CN1c1ccc(Cl)cc1 (stereo not given),99,-0.4
COC(=O)CN1C=C(C(=O)OC)C(c2ccc(O)cc2)C(C(=O)OC)=C1,103,0.4
CCCCN1C(=O)CN(C2CCCCC2)C(=O)C1c1ccc(OC(C)C)c(OC)c1 (stereo not given),109,0
CN(Cc1ccco1)S(=O)(=O)c1nnc(NC(=O)c2cccc(Cl)c2)s1,98,-2.4
COc1ccccc1CN1COc2cc3c(cc2C1)OCO3,101,0.1
CC1Cc2ccccc2N1C(=O)COc1ccc(-n2cnnn2)cc1 (stereo not given),103,0.1
c1ccc2nc(N3CCNCC3)ccc2c1,101,0.1
Cc1c(/C=C(\C#N)C(=O)Nc2nccs2)cc(C#N)n1C,97,-0.8
CC(=O)Nc1cccc(NC(=O)CSc2nccn2Cc2ccc3c(c2)OCO3)c1,105,-0.5
Cn1c(=O)c(=O)n(C)c2cc(S(=O)(=O)N3CCN(c4ccc(F)cc4)CC3)ccc21,101,-0.6

The list goes on:
mol,PV pol inh,PV pol inh FP z-score
N#CC1(NC(=O)CNc2ccc(I)cc2)CCCC1,112,0.4
COc1cc2c3c(c1OC)C1(C=CC(=NNC(N)=O)C=C1)CC3N(C(C)=O)CC2 (stereo not given),104,0.5
COc1cccc(CN2CCc3[nH]c(=S)[nH]c(=O)c3C2)c1,102,0.3
Cc1cc2c(c(=O)[nH]1)C(=O)O/C2=C\c1ccco1,107,1.3
O=C1c2cccc3cc(Br)cc(c23)C(=O)N1Nc1ccc(Cl)cc1,107,0.6
Cc1cccc(C(=O)Nc2ccc(-c3nc4ccccc4s3)cc2Cl)c1,108,0.4
O=C(c1cnc2ccccc2n1)N1CCN(S(=O)(=O)c2ccc3c(c2)OCCCO3)CC1,98,-0.5
O=C1CCCC2=C1C1(O)C(=O)c3ccccc3C1(O)O2 (stereo not given),78*,-4.3*
O=C1Sc2ccc(S(=O)(=O)Nc3ccc(Br)cc3)c3cccc1c23,104,0.7
CN1C(C(=O)Nc2cccnc2)=CC(c2ccco2)=NS1(=O)=O,106,2.9

(cont.)
mol,PV pol inh,PV pol inh FP z-score
N#C/C(=C\c1ccccc1)C(=O)OCC1CCCO1 (stereo not given),97,-0.2
O=C(CCc1nc2ccccc2[nH]c1=O)OCC(=O)c1ccc(F)cc1,102,0.1
Cc1cccc(C)c1NC(=O)Cn1nnc(C(=O)Nc2c(C)cccc2C)c1N,109,-0.1
Cc1cccc(N2CCN(C(=O)CN3C(=O)COc4ccc(S(=O)(=O)N5CCCCCC5)cc43)CC2)c1C,101,-1
COc1ccc(OC)c(CCNC(=O)Cn2ncc3c([nH]c4ccccc43)c2=O)c1,120,3
Cc1ccc(Cl)cc1NC(=O)N1CCN2CCCCC2C1 (stereo not given),103,0.2

Compound activity from PubChem.

Only part of the results is shown; rates above refer to the full screens.
